HTR5A inv ag: inverse agonist of human HTR5A in OPRM1-OPRD1 counter-screen; inhibition, % at 9.3 µM; actives 0.083% (n = 340,000); HTR5A cell line, luminescence, inverse agonism; in the data active means inhibition mostly above about 23%, no sharp cut-off; inactive means mostly below about 18%;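 further: 0% = cells with DMSO and 100% = no-cell wells with DMSO; some compounds called inactive have numbers as strong as hits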
Target sequence (P47898 whole entry, looked up): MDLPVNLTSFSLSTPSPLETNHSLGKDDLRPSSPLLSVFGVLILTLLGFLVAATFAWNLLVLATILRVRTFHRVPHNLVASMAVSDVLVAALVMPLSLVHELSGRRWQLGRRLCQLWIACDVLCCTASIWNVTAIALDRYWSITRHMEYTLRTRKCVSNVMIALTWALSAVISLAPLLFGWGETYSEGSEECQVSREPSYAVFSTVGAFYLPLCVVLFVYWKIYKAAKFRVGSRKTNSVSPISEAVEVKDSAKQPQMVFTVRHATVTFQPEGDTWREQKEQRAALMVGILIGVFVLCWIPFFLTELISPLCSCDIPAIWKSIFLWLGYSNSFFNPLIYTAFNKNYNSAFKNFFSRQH
MOR-DOR inv ag: mu-delta opioid heterodimer inverse agonism; AID 504357; cell-based MOR-DOR heterodimer luminescence; actives 0.21% (n = 340,000); P35372+P41143; inhibition, % at 9.3 µM; in the data active means inhibition above about 22%, passing the limit was not always enough;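 further: 0% = cells with DMSO and 100% = wells without cells with DMSO; values of inactives mirror those of a sister screen read the other way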
LANA DNA inh: KSHV C-LANA DNA binding inhibition; MBP-C-LANA/FAM-LBS DNA binding, fluorescence polarization; actives 0.078% (n = 340,000); AID 504423; inhibition, % at 9 µM;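 active means highest replicate inhibition at or above 60% at 9 µM, even if other replicates fall short; inactive means all replicates below 60% inhibition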;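 further: 0% = neutral control wells and 100% = 4 µM acridine orange control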
Keap1 Nrf2 FP: Keap1-Nrf2 (human) interaction inhibition; inhibition, % at 9.4 µM; Q14145; Keap1 Kelch-Nrf2 peptide fluorescence polarization, 1536-well; actives 0.15% (n = 340,000); in the data active means inhibition above about 12%;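 further: human Keap1 Kelch domain with fluorescein labeled Nrf2 9mer peptide probe; 0% = neutral control wells and 100% = peptide positive control; higher means more block of Keap1 binding to Nrf2 peptide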
Target sequence (Q14145 whole entry, looked up, the tested form may be a part): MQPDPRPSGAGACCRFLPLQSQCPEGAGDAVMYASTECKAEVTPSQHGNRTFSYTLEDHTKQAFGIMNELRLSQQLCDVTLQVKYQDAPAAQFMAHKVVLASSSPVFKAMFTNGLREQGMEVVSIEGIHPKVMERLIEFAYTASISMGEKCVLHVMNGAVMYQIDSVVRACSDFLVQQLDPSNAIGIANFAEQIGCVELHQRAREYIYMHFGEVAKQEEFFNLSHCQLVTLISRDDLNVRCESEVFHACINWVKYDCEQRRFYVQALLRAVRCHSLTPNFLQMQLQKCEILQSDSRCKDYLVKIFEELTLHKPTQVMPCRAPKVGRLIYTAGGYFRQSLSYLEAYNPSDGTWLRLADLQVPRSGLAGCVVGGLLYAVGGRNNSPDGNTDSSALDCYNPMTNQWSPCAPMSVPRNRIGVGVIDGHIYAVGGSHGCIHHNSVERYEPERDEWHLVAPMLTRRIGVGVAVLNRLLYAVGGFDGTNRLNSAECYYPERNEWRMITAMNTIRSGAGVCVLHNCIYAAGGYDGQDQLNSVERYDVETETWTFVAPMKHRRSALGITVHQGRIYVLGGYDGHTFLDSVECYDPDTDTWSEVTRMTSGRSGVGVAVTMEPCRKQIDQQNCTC
RTF Ca sens act: cardiac RTF calcium sensitization; P19429+P45379; IANBD-labeled TnC RTF fluorescence at EC20 calcium; 0% EC20 calcium, 100% full calcium; activation, % at 7.2 µM; actives 0.24% (n = 340,000);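 active means activation above the mean over all tested compounds plus 3 SD, cut at about 30% in these data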;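 further: rise in fluorescence read as greater calcium sensitivity of cardiac thin filaments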
V-ATPase pHluor: yeast V-ATPase proton transport regulation by pHLuorin; S. cerevisiae, pHLuorin cytosolic pH fluorescence; response, % at 10 µM; actives 0.37% (n = 350,000); in the data active means response mostly above about 7.3%, no sharp cut-off; inactive means mostly below about 5.4%; further: actives read high; inactives centre near 0; some compounds called inactive have numbers as strong as hits; reference of the scale not given here
RTF Ca sens inh: cardiac RTF calcium desensitization; P19429+P45379; IANBD-labeled cardiac RTF, Ca2+ fluorescence; inhibition, % at 7.15 µM; actives 0.12% (n = 340,000);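 active means inhibition above the mean inhibition of all tested compounds plus 3 SD, cut at about 17% in these data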;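 further: assay run at fixed EC70 calcium of 1.6 mM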
CAL PDZ FP: inhibitors of human CAL PDZ peptide binding; Q9HD26; purified CAL PDZ, TMR-peptide fluorescence polarization, 1 h; inhibition, % at 24.9 µM; actives 0.92% (n = 300,000);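 active means mean inhibition of at least 30% with at least half of replicates also reaching 30%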;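 further: 0% = DMSO neutral control and 100% = excess unlabeled competitor peptide PRC23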
HTR5A ag: activates human HTR5A in OPRM1-OPRD1 agonist counter-screen; P47898; HTR5A agonist assay, luminescence, cell-based; activation, % at 9.3 µM; actives 0.61% (n = 340,000); in the data active means activation mostly above about 9.5%, no sharp cut-off; inactive means mostly below about 7.6%;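 further: 0% = cells with vehicle only and 100% = reference agonist; strong numbers were not always called active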
MOR-DOR ag: OPRM1-OPRD1 heterodimerization agonism; P35372+P41143; cells, luminescence; activation, % at 9.3 µM; actives 0.3% (n = 340,000); in the data active means activation above about 18%;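 further: 0% = vehicle-treated cells and 100% = reference agonist; values of inactives mirror those of a sister screen read the other way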
* marks the source's active call; other numbers are inactive results; . = no result given.

Each structure is followed by: LANA DNA inh | RTF Ca sens act | Keap1 Nrf2 FP | HTR5A inv ag | RTF Ca sens inh | V-ATPase pHluor | MOR-DOR ag | CAL PDZ FP | MOR-DOR inv ag | HTR5A ag
O=C(N/N=C/c1cccc([N+](=O)[O-])c1)C1CC(=O)N(c2ccc(F)cc2)C1 (configuration not stated)
→ -1.0 | 2 | 0 | 19 | 4 | 2 | -3.4 | -4 | 18 | -7
COc1ccccc1C(=O)Oc1ccc(C(C)C)cc1
→ -1.2 | -6 | -2 | -12 | -14 | 3 | 5.8 | -3 | -34 | -3
CCOc1ccccc1C(=O)N(Cc1ccc(C)o1)C1CCS(=O)(=O)C1 (configuration not stated)
→ -0.4 | 0 | -5 | -5 | 3 | 5 | -3.4 | -1 | 18 | 1
O=C(O)C1CCN(C(=O)CSc2nc3ccccc3c(=O)n2-c2ccc(Cl)cc2)CC1
→ -0.8 | 0 | -3 | -13 | -18 | 3 | -2.7 | -1 | 14 | -4
CC1CCCN(C(=O)c2cc(-c3cccs3)nc3ccccc23)C1 (configuration not stated)
→ -1.8 | -1 | 1 | 10 | 1 | -3 | -0.4 | 4 | 2 | -3
CCC1(C(=O)OC)NC(c2ccco2)C2C(=O)N(c3ccc(F)cc3)C(=O)C21 (configuration not stated)
→ -0.4 | 3 | 1 | -2 | -5 | 0 | -1.2 | 3 | 7 | 1
O=C(Nc1ncc(Cc2cccc(Cl)c2)s1)c1cccs1
→ -1.0 | -3 | 1 | 8 | 2 | 3 | 2.5 | 1 | -14 | 5
COc1ccc(-c2csc(NC(=O)CCCc3cccs3)n2)cc1
→ -1.6 | -9 | 5 | -4 | 0 | -3 | 0.8 | -1 | -4 | 0
COc1ccc(C(=O)N(C)C2CCCCC2)cc1OC1CCN(C(C)C)CC1
→ -0.6 | 1 | 3 | -2 | -3 | -2 | -1.6 | -3 | 9 | 1
CC(C)(C)c1nn2cnnc2n(/N=C/c2ccccc2)c1=O
→ 2.7 | -1 | 2 | -29 | 1 | 4 | -0.8 | 4 | 4 | 1
O=C(CCC(=O)N(CC(=O)NC1CCCC1)C1CCCCC1)Nc1ccccn1
→ -0.6 | 3 | -4 | 8 | -5 | 5 | -0.5 | 1 | 3 | -3
CCOc1ccc(N(CC(=O)N2CCN(c3ccccc3)CC2)S(=O)(=O)c2c(C)noc2C)cc1
→ 0.0 | 2 | -4 | -22 | -5 | 1 | 1.6 | -3 | -8 | 7
CN(C)c1oc(COc2ccccc2F)nc1C#N
→ -0.8 | 7 | -4 | -36 | -6 | 1 | -1.9 | -6 | 10 | 10
O=C(Nc1cc(S(=O)(=O)N2CCCC2)ccc1OCC(F)(F)F)c1ccc(F)cc1
→ -0.2 | 1 | -4 | 13 | -2 | 1 | -0.3 | -6 | 1 | 3
O=C1c2cccnc2C(Nc2ccc(Br)cc2)N1Cc1cccs1 (configuration not stated)
→ 0.4 | -5 | 2 | 0 | 7 | -1 | -1.1 | -4 | 7 | -1
Cc1ccc(S(=O)(=O)N2CCCCC2)cc1C(=O)Nc1cccnc1
→ 0.2 | 0 | -3 | -9 | -3 | 4 | -0.4 | 1 | 2 | 2
COc1ccc(N(CC(=O)O)S(=O)(=O)c2ccccc2[N+](=O)[O-])c(OC)c1
→ -1.7 | 5 | -2 | 13 | 3 | 2 | -0.5 | -2 | 3 | -5
COCCN(C(=O)COC(=O)c1cc(C)oc1C)c1c(N)n(Cc2ccccc2)c(=O)[nH]c1=O
→ -0.7 | 2 | 1 | 65* | -8 | -2 | -0.6 | -3 | 3 | -26
O=C(CNC(=O)c1cccc(-n2cnnn2)c1)Nc1ccc(F)c(F)c1
→ -1.3 | 4 | -6 | 12 | -8 | -3 | -2.8 | -6 | 11 | -3
COc1ccc(-n2nc(C(=O)NCC(=O)N(C)Cc3ccccc3)c3ccccc3c2=O)cc1
→ 1.6 | -4 | 3 | -29 | -14 | 1 | -1.1 | 38* | 6 | 11
O=C(NCC(=O)N1CCC(Cc2ccccc2)CC1)c1ccc(Cl)cc1
→ 1.3 | 6 | -3 | 0 | 2 | -2 | 2.9 | 0 | -10 | -1
CCC(C(=O)NC(C)(C)C)N(C(=O)c1ccc(Cl)nc1)C1CCCC1 (configuration not stated)
→ -0.2 | 8 | -6 | 15 | 0 | 4 | -1.7 | -2 | 8 | -5
CC(C)COc1ccc(C(=O)N/C(=C\c2cccc([N+](=O)[O-])c2)C(=O)OC(C)C)cc1
→ -3.3 | 2 | -1 | 1 | -1 | 1 | -1.3 | -2 | 5 | 0
O=C1c2ccccc2C(O)N1CCN1CCOCC1 (configuration not stated)
→ -0.7 | 4 | -1 | -9 | -11 | 9 | -1.3 | . | 7 | 0
COc1cccc(C(=O)Nc2sc3c(c2C#N)CCN(C(C)=O)C3)c1
→ 0.8 | 0 | 1 | -2 | -13 | 1 | -1.6 | -2 | 11 | -5
CNC(=O)CSc1nc2[nH]ncc2c(=O)[nH]1
→ -0.8 | -1 | 2 | -6 | -12 | 0 | 0.9 | -6 | -5 | 3
CC(C)c1ccccc1NC(=O)Nc1ccc2c(c1)OCO2
→ -2.8 | 1 | -1 | 20 | 2 | 4 | -4.1 | -2 | 13 | 0
O=C(CSc1nc2[nH]c(=O)cc(O)c2s1)NCCc1ccccc1
→ 0.0 | 10 | 1 | 11 | -13 | -1 | -1.7 | 1 | 9 | -4
COc1ccccc1Cc1noc(C(C)(C)NC(=O)c2ccccc2)n1
→ -0.4 | -4 | -6 | -23 | -7 | 3 | 5.3 | -3 | -29 | 0
COc1ccc(NC(=O)N2CCCc3ccccc32)c(OC)c1
→ -0.8 | 10 | -1 | 14 | 2 | 7 | -2.6 | -2 | 15 | -4
CCCC(=O)N1CCCC(c2nc(-c3cccc(OC)c3)no2)C1 (configuration not stated)
→ -0.6 | -2 | -4 | -10 | -9 | -3 | -3.8 | -1 | 18 | 4
O=[N+]([O-])c1ccc2c(c1)ncn2CCc1ccccc1
→ 3.2 | 0 | 0 | 3 | 5 | 7 | -1.7 | 0 | 10 | 2
COc1cccc(C2=NC(C)(C)NC(c3ccccc3O)C2)c1 (configuration not stated)
→ -0.5 | -1 | -4 | 10 | 0 | -4 | 3.2 | 1 | -16 | -4
CC(=O)c1cccc(NC(=O)CSc2nc3ccccc3c(=O)n2CCCN2CCOCC2)c1
→ -0.7 | 0 | 6 | -7 | -2 | 3 | -2.5 | . | 10 | -7
Cn1c(C(=O)Nc2ccc3c(c2)OCO3)cc2sccc21
→ 0.9 | 1 | -2 | 2 | -2 | -5 | -1.1 | -1 | 6 | 6
CNC(=O)CSc1nnc(-c2ccc(S(=O)(=O)N3CCCC3)cc2)n1-c1cccc(C)c1C
→ 0.3 | -1 | -1 | -36 | -5 | 0 | -1.9 | 0 | 11 | 3
CCCN(CC1CC1)C(=O)CSc1ncnc2sc(C)c(C)c12
→ -0.1 | -4 | 1 | 5 | -4 | -2 | -2.4 | -1 | 12 | -1
Cc1cc2c(Nc3ccc(O)cc3)ncnc2s1
→ 0.8 | 2 | -2 | 4 | -6 | 3 | -1.0 | 2 | 5 | -1
O=C(COc1ccc([N+](=O)[O-])cc1)Nc1nc(-c2ccccn2)cs1
→ 4.1 | 3 | 3 | 6 | -6 | 0 | -1.6 | -2 | 8 | -2
NC(=O)NCc1ccccc1F
→ -0.1 | . | -3 | . | . | 1 | . | 4 | . | .
CCn1c(SCC(=O)Nc2nonc2C)nnc1-c1ccoc1C
→ -1.8 | 9 | -8 | -27 | -1 | -5 | -0.4 | -5 | 2 | 3
Cc1cc(Cl)ccc1NC(=S)NCC(O)c1ccccc1 (configuration not stated)
→ 0.5 | 2 | -3 | -6 | 1 | 15 | -0.3 | -1 | 2 | 2
COc1ccc(OCC(=O)Nc2c(C)ccc3nsnc23)cc1
→ -2.0 | -3 | 2 | -18 | -2 | -2 | -1.2 | -2 | 7 | -2
O=C(N/N=C\C=C\c1ccc(Br)cc1)c1ccc2c(c1)OCO2
→ -0.2 | -7 | -2 | -21 | -5 | 2 | 1.8 | -3 | -12 | 7
CCOC(=O)c1c(/N=C/c2cc([N+](=O)[O-])ccc2O)sc(C)c1C
→ -0.9 | 12 | -2 | -31 | -6 | 1 | 0.6 | 3 | -3 | -1
O=C(CN1CCc2ccccc2C1)Nc1ccccc1N1CCCCCC1
→ 0.4 | 0 | -4 | 18 | -11 | 16* | 4.2 | -6 | -23 | 5
CCCS(=O)(=O)N1CCC(C(=O)NC2CCCCC2C)CC1 (configuration not stated)
→ 1.6 | 3 | 0 | -14 | -13 | 0 | -2.9 | -1 | 14 | 6
O=C(O)c1ccccc1C(=O)N1N=C2/C(=C/c3cccc([N+](=O)[O-])c3)CCCC2C1c1cccc([N+](=O)[O-])c1 (configuration not stated)
→ -1.0 | 0 | 5 | -4 | -1 | -1 | -1.6 | -1 | 7 | -1
CCCCNC(=O)Cn1cnc2ccc(S(=O)(=O)N3CCC(C)CC3)cc2c1=O
→ 3.8 | 3 | -5 | -12 | 0 | 13 | -1.1 | 0 | 6 | 4
O=C(c1cc(N2C(=O)C3C4CCC(C4)C3C2=O)ccc1Cl)N1CCN(c2ccccc2)CC1 (configuration not stated)
→ 0.4 | -1 | -3 | -8 | -2 | 0 | -1.2 | 0 | 7 | -1

Next structures follow.
Each structure is followed by: LANA DNA inh | RTF Ca sens act | Keap1 Nrf2 FP | HTR5A inv ag | RTF Ca sens inh | V-ATPase pHluor | MOR-DOR ag | CAL PDZ FP | MOR-DOR inv ag | HTR5A ag
CCN(CC)CCCNc1cc(C(F)(F)F)c(C#N)c2nc3ccccc3n12
→ 7.1 | 8 | -5 | 12 | -19 | -3 | 1.5 | -9 | -7 | -4
CN(CCc1ccccn1)Cc1ccc(Cl)cc1Cl
→ -1.3 | -1 | 3 | -12 | -15 | 2 | 0.6 | . | -3 | 4
C(=Cc1c[nH]c2ccccc12)c1ccc2ccccc2n1
→ -0.2 | 9 | -3 | 15 | -17 | 4 | 6.6 | -5 | -35 | -4
O=C(NCCN1CCN(c2ccccc2)CC1)Nc1cccc(Cl)c1
→ -2.3 | 2 | 1 | 3 | -4 | 0 | 0.3 | -2 | -2 | -1
c1ccc(SCCc2ccncc2)cc1
→ -0.9 | -2 | -1 | -7 | 1 | -1 | -2.4 | -8 | 10 | 0
O=C(C1CCCN(Cc2cc(Br)ccc2O)C1)N1CCCCC1 (configuration not stated)
→ 0.5 | 4 | -4 | 3 | -13 | 1 | -0.8 | 0 | 4 | -1
CC(NC(=O)OC1CCCCC1)N1C(=O)C2C3C=CC(C3)C2C1=O (configuration not stated)
→ -2.1 | -10 | 1 | -16 | 5 | 3 | 1.1 | -4 | -6 | -1
COc1ccc2oc(-c3ccncc3)cc(=O)c2c1
→ -5.3 | 2 | -1 | -10 | -2 | 2 | -1.6 | -13 | 8 | 3
CCNS(=O)(=O)c1ccc(NC(=O)Nc2cccc(C(F)(F)F)c2)cc1
→ 0.4 | -2 | -3 | -76 | -6 | -3 | 6.7 | -8 | -35 | 13*
Cc1ccc(C)c(NC(=O)c2cc3ccccc3o2)c1
→ 1.0 | 1 | 0 | 2 | -5 | 3 | 0.6 | 0 | -3 | 0
COc1ccc(NC(=O)/C(=C\c2cccs2)NC(=O)c2ccco2)cc1
→ -0.2 | 1 | -1 | 20 | -31 | -2 | -1.0 | 0 | 7 | -8

Compound activity as filed in PubChem.
